Screening data as filed in PubChem BioAssay.
Insulin prom up: MIN6 insulin promoter up-regulation; z-score at 5 µM; AID 1625; MIN6 insulin promoter-GFP reporter, high-content imaging; stronger effect = higher value; 0.3% of 190,000 active;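 active = z-score above 3 at 5 µM with at least 500 cells counted in the well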
NOD1 NF-kB reporter: inhibition of NOD1-driven NF-kB reporter – cell-based, luminescence, uHTS, primary screen (AID 1578); 1% of 290,000 active; NOD1-driven NF-kB luciferase reporter cells, luminescence; higher % means a stronger effect; inhibition, % at 4 µM, or EC50 in µM where a hit was titrated; in the data active = inhibition mostly above about 36%, no sharp cut-off; inactive = mostly below about 34%;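 also: HEK-293T reporter cells stimulated with the NOD1 agonist gamma-tri-DAP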
Autophagy HCS: modulators of autophagy; MEF GFP-LC3 puncta imaging; test concentration mostly 10 µM; 0.98% of 190,000 active; calls only at 10 µM (by protocol);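 active = percentage of spot-positive cells more than 3 SD above its plate mean, without a fluorescence outlier flag or 80% toxicity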;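 also: spot-positive cell cutoff set from DMSO-treated cells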
Yfh1-depleted yeast: enhancers of respiration in Yfh1-depleted yeast, dose response, Friedreich's ataxia, plus single-dose screen (AID 1465) | S. cerevisiae Yfh1-off respiration, WST-1 reduction, 72 h; higher fold induction means a stronger effect | fold induction at 50 µM, or EC50 in µM where a hit was titrated | 0.074% of 220,000 active;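 active = fold induction of absorbance versus untreated yeast above a set limit, then at least 30% activation at any dose in follow-up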;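 also: activators that raise dye reduction in frataxin-depleted yeast; strong numbers were not always called active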
M17LAP inhibition: P. falciparum M17LAP inhibitors, primary screen, biochemical, fluorogenic H-Leu-NHMec substrate, 1536-well (AID 1619). recombinant M17LAP, H-Leu-NHMec fluorogenic kinetic assay; higher % means a stronger effect. inhibition, % at 30 µM, or IC50 in µM where a hit was titrated. 0.38% of 220,000 active;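 active = compound inhibiting the enzyme by more than half at any dose during confirmatory dose-response retesting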;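 also: plate controls were full reaction with DMSO carrier for no effect and no enzyme background for full effect; strong numbers were not always called active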
b-catenin transl: beta-catenin nuclear translocation modulation; nuclear translocation activity, % at 5 µM; AID 1665; 0.3% of 190,000 active; HeLa beta-catenin nuclear translocation, immunofluorescence imaging;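 active = nuclear translocation activity above 50% at 5 µM, with a well cell count of 50 or more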;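 also: per-cell ratio of nuclear to cytoplasmic median beta-catenin stain intensity; plate controls were DMSO negative control for no effect and GSK-3 inhibitor IX positive control for full effect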
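Test system: human HeLa cells, native beta-catenin. Compound dosing: 5 µM primary single dose, 0.1% DMSO, 0.02–20 µM confirmation series. Incubation: compound exposure 24 h at 37°C. Detection: beta-catenin immunostaining with DAPI counterstain, 20x imaging, 6 fields/well. Read-out basis: Nuclear/cytoplasmic beta-catenin signal ratio, % activation.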
HEK293 NOD2/NF-kB: inhibition of NOD2-driven NF-kB reporter – cell-based, luminescence, uHTS, HEK293 (AID 1566). HEK293 NOD2/NF-kB luciferase reporter, luminescence; higher % means a stronger effect. one-dose inhibition, % at 4 µM; EC50 in µM for titrated hits. 0.63% of 290,000 active; in the data active = inhibition above about 50%; also: many of its hits are not listed in these tables
MT stabilizer: microtubule stabilizers in HeLa cells; 0.83% of 200,000 active; % tubulin-high responders, % at 10 µM; HeLa tubulin immunostaining HCS, 24 h; share of cells brighter than vehicle mean+2SD;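 active = plate Z-score above 3 for both tubulin-high and condensed-nucleus cell shares, with cell loss under 80%, at 10 µM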;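 also: anti alpha tubulin signal scored within the nucleus-defined area of each cell; some results filed as inactive read as strong as hits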
Dynein transport: blocks dynein driven cargo transport along microtubules; 0.47% of 220,000 active; AID 1381; 3617.4 mouse cells, GR-EGFP nuclear translocation imaging; test concentration mostly 20 µM; stimulated with dexamethasone, 1 µM; stronger effect = lower value; z-score, hits read low;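 active = plate z-score of nuclear minus cytoplasmic receptor signal below a set negative limit, without overly bright fluorescence or cell loss, cut at about -3.5 in these data, passing the limit was not always enough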;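 also: z-score of nuclear minus cytoplasmic ring GR-EGFP intensity difference per well; some compounds called inactive have numbers as strong as hits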
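Schedule: 48 h induction, then 1 h compound, then 30 min agonist, 37 °C. Buffer or medium: tetracycline-free induction medium containing charcoal-stripped FBS. Reagent: 1.0 µM final dexamethasone stimulus. Evaluation: nuclear versus cytoplasmic GR-EGFP signal, averaged per well. Signal: high-content fluorescence imaging after fixation.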
Dynein transport cytoplasmic EGFP: recorded beside Dynein transport, whose call it bears; z-score; measured here: cytoplasmic GR-EGFP intensity; stronger effect = higher value
Dynein transport nuclear GR-EGFP: also measured in Dynein transport; calls as there; z-score; measured here: nuclear GR-EGFP intensity;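 lower value marks the stronger effect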
Dynein transport cell count: second read-out of Dynein transport, no call of its own (marks repeat the call); z-score; measured here: cell count per field
Insulin prom up cell count: second read-out of Insulin prom up, no call of its own (marks repeat the call); cell count; measured here: cytotoxicity, nuclei count;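 total cells summed across four imaged fields per well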
b-catenin transl cell count 5 µM: second read-out of b-catenin transl, no call of its own (marks repeat the call); cell count; measured here: cell count, cytotoxicity flag
MT stabilizer Hoechst-high %: second read-out of MT stabilizer, no call of its own (marks repeat the call); % Hoechst-high responders; measured here: nuclear condensation Hoechst responders;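 share of cells brighter than vehicle mean plus two SD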
MT stabilizer cytotoxicity %: also measured in MT stabilizer; calls as there; toxicity, %; measured here: cytotoxicity by cell density;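 0% = mean cell density of plate MIN control wells and 100% = no cells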
Autophagy HCS cell loss 18 h: also measured in Autophagy HCS; calls as there; toxicity, %; measured here: cell loss, nuclei count;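 cell loss after 18 h compound exposure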
An asterisk follows results filed as active; i = inactive; / = no result given; & = joins results of further samples.

Letters: A = Insulin prom up; B = Insulin prom up cell count; C = NOD1 NF-kB reporter; D = Autophagy HCS; E = Autophagy HCS cell loss 18 h; F = Yfh1-depleted yeast; G = M17LAP inhibition; H = b-catenin transl; I = b-catenin transl cell count 5 µM; J = HEK293 NOD2/NF-kB; K = MT stabilizer; L = MT stabilizer Hoechst-high %; M = MT stabilizer cytotoxicity %; N = Dynein transport; O = Dynein transport cytoplasmic EGFP; P = Dynein transport nuclear GR-EGFP; Q = Dynein transport cell count
1) COc1cc2c(c(OC)c1OC)-c1c(cc3c(c1OC)OCO3)[C@@H](OC(C)=O)[C@H](C)[C@H](C)C2
  A: /	B: /	C: -1.1%	D: /	E: /	F: i	G: 0.7%	H: 0.1	I: 1150	J: -2.2%	K: /	L: /	M: /	N: 0.234	O: -0.778	P: 0.217	Q: -0.0741

2) CCN(CC)CCOC(=O)C1(c2ccccc2)CCCC1
  A: 0.36	B: 913	C: 2.9%	D: i	E: -0.3	F: i	G: -10.3%	H: /	I: /	J: -3.2%	K: 1.8	L: 2.2	M: 3.3	N: 0.341	O: -0.207	P: 0.398	Q: 0.499

3) CCOc1ccc(NC(=O)Cn2cc(C(=O)c3ccco3)c3ccccc32)cc1
  A: /	B: /	C: -47.4%	D: i	E: 1.1	F: i	G: 24.9%	H: /	I: /	J: -5.2%	K: 3.8	L: 1.6	M: 5.5	N: 0.714	O: -0.13	P: 0.459	Q: -0.404

4) Oc1ccc(/C=C/c2cc(O)cc(O)c2)cc1
  A: /	B: /	C: -67.1%	D: i	E: 3.5	F: i	G: -15.3%	H: -3.3	I: 541	J: -38.6%	K: 2.3	L: 2.7	M: 5.3	N: -0.596	O: -0.229	P: -0.117	Q: 0.509

5) Cc1nc2ccccn2c(=O)c1CCN1CCC(C(=O)c2ccc(F)cc2)CC1
  A: /	B: /	C: -14.8%	D: i	E: -1.2	F: i	G: 2.7%	H: 2.5	I: 597	J: 7.8%	K: 1.0	L: 2.9	M: 3.4	N: -0.366	O: -0.266	P: 0.325	Q: 0.319

6) C/C=C(/C)C(=O)O[C@@H]1c2c(ccc3ccc(=O)oc23)OC(C)(C)[C@@H]1OC(=O)/C(C)=C\C
  A: -1.03	B: 1334	C: -8.2%	D: i	E: 23.6	F: i	G: 11.0%	H: 3.1	I: 531	J: -8.5%	K: 2.9	L: 1.6	M: 10.9	N: 0.255	O: -0.32	P: 0.444	Q: 0.425

7) CN(C)CCOC(C)(c1ccccc1)c1ccccn1 (stereo not drawn)
  A: 0.01	B: 1548	C: -23.4%&-14.0%	D: i	E: 7.5	F: i	G: -4.0%&6.3%	H: -3.3&-1.0	I: 567&1098	J: 7.1%&2.3%	K: 2.6	L: 2.6	M: 9.8	N: 0.266	O: -0.272	P: 0.326	Q: 0.425

8) O=C(CCN1CCC(c2ccccc2)C1)c1ccc2c(c1)OCCO2 (stereo not drawn)
  A: -0.32	B: 817	C: 56.4%	D: i	E: 8.4	F: i	G: 5.9%	H: -0.8	I: 1235	J: 6.0%	K: 1.2	L: 2.5	M: 9.4	N: -1.68	O: 0.505	P: -0.894	Q: -0.324

9) CCN(CC)CCNC(=O)c1cc(Cl)c(N)cc1OC
  A: /	B: /	C: -11.8%	D: i	E: 12.7	F: i	G: 2.9%	H: -1.9	I: 598	J: 12.4%	K: 2.7	L: 2.6	M: 6.8	N: 0.862	O: -0.29	P: 0.634	Q: 0.403

10) CCC(C)n1ncn(-c2ccc(N3CCN(c4ccc(OCC5COC(Cn6cncn6)(c6ccc(Cl)cc6Cl)O5)cc4)CC3)cc2)c1=O (stereo not drawn)
  A: -2.71	B: 1104	C: -1.3%	D: /	E: /	F: i	G: -6.2%	H: 0.7	I: 1124	J: -58.4%	K: /	L: /	M: /	N: /	O: /	P: /	Q: /

11) C[C@]12CCC(=O)C=C1CC[C@@H]1[C@@H]2CC[C@@]2(C)[C@H]1CC[C@]2(O)C(=O)CO
  A: /	B: /	C: 13.5%	D: i	E: -20.0	F: i	G: -3.2%	H: /	I: /	J: 18.5%	K: 3.9	L: 2.1	M: 8.8	N: -1.37	O: -0.278	P: -0.11	Q: 0.721

12) OCCN1CCN(CCCN2c3ccccc3Sc3ccc(Cl)cc32)CC1
  A: /	B: /	C: -21.6%	D: i	E: 9.2	F: i	G: -0.8%	H: /	I: /	J: 4.4%	K: 4.0	L: 2.2	M: 10.6	N: 2.48	O: 0.114	P: 1.55	Q: -0.83

Structural class: the compounds so far containing an aryl methoxy group.
Letters: A = Insulin prom up; B = Insulin prom up cell count; C = NOD1 NF-kB reporter; D = Autophagy HCS; E = Autophagy HCS cell loss 18 h; F = Yfh1-depleted yeast; G = M17LAP inhibition; H = b-catenin transl; I = b-catenin transl cell count 5 µM; J = HEK293 NOD2/NF-kB; K = MT stabilizer; L = MT stabilizer Hoechst-high %; M = MT stabilizer cytotoxicity %; N = Dynein transport; O = Dynein transport cytoplasmic EGFP; P = Dynein transport nuclear GR-EGFP; Q = Dynein transport cell count
1) COc1cc2c(c(OC)c1OC)-c1c(cc3c(c1OC)OCO3)[C@@H](OC(C)=O)[C@H](C)[C@H](C)C2
  A: /	B: /	C: -1.1%	D: /	E: /	F: i	G: 0.7%	H: 0.1	I: 1150	J: -2.2%	K: /	L: /	M: /	N: 0.234	O: -0.778	P: 0.217	Q: -0.0741

9) CCN(CC)CCNC(=O)c1cc(Cl)c(N)cc1OC
  A: /	B: /	C: -11.8%	D: i	E: 12.7	F: i	G: 2.9%	H: -1.9	I: 598	J: 12.4%	K: 2.7	L: 2.6	M: 6.8	N: 0.862	O: -0.29	P: 0.634	Q: 0.403

An excerpt of these results, as labelled records:
4	Oc1ccc(/C=C/c2cc(O)cc(O)c2)cc1
- Insulin prom up = /
- Insulin prom up cell count = /
- NOD1 NF-kB reporter = -67.1%
- Autophagy HCS = i
- Autophagy HCS cell loss 18 h = 3.5
- Yfh1-depleted yeast = i
- M17LAP inhibition = -15.3%
- b-catenin transl = -3.3
- b-catenin transl cell count 5 µM = 541
- HEK293 NOD2/NF-kB = -38.6%
- MT stabilizer = 2.3
- MT stabilizer Hoechst-high % = 2.7
- MT stabilizer cytotoxicity % = 5.3
- Dynein transport = -0.596
- Dynein transport cytoplasmic EGFP = -0.229
- Dynein transport nuclear GR-EGFP = -0.117
- Dynein transport cell count = 0.509
5	Cc1nc2ccccn2c(=O)c1CCN1CCC(C(=O)c2ccc(F)cc2)CC1
- Insulin prom up = /
- Insulin prom up cell count = /
- NOD1 NF-kB reporter = -14.8%
- Autophagy HCS = i
- Autophagy HCS cell loss 18 h = -1.2
- Yfh1-depleted yeast = i
- M17LAP inhibition = 2.7%
- b-catenin transl = 2.5
- b-catenin transl cell count 5 µM = 597
- HEK293 NOD2/NF-kB = 7.8%
- MT stabilizer = 1.0
- MT stabilizer Hoechst-high % = 2.9
- MT stabilizer cytotoxicity % = 3.4
- Dynein transport = -0.366
- Dynein transport cytoplasmic EGFP = -0.266
- Dynein transport nuclear GR-EGFP = 0.325
- Dynein transport cell count = 0.319

An excerpt. The share of hits here may be higher or lower than overall.
